PLC-beta3 inh: human PLC-beta3 inhibitors, primary screen, biochemical, fluorescence | Purified PLC-beta3, fluorogenic substrate | inhibition, % at 12.2 µM | 1-phosphatidylinositol 4,5-bisphosphate phosphodiesterase beta-3 (Homo sapiens), Q01970 | hit rate 0.18% among 370,000; in the data active = inhibition above about 11%;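 also: 0% = median of compound wells on plate and 100% = full blocker control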
ADAM10 inh: human ADAM10 inhibitors, primary screen, biochemical, QFRET, HTS; hit rate 0.62% among 370,000; inhibition, % at 7 µM; recombinant ADAM10, EDANS/DABCYL FRET peptide cleavage, 3 h; Disintegrin and metalloproteinase domain-containing protein 10 (Homo sapiens), O14672;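 active = inhibition above a per-campaign cutoff equal to the mean of compounds falling between control-based bounds plus 3 SD, cut at about 20% in these data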;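 also: 0% = DMSO wells while the 100% control is not disclosed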
Target sequence (O14672 214-748 limits assumed): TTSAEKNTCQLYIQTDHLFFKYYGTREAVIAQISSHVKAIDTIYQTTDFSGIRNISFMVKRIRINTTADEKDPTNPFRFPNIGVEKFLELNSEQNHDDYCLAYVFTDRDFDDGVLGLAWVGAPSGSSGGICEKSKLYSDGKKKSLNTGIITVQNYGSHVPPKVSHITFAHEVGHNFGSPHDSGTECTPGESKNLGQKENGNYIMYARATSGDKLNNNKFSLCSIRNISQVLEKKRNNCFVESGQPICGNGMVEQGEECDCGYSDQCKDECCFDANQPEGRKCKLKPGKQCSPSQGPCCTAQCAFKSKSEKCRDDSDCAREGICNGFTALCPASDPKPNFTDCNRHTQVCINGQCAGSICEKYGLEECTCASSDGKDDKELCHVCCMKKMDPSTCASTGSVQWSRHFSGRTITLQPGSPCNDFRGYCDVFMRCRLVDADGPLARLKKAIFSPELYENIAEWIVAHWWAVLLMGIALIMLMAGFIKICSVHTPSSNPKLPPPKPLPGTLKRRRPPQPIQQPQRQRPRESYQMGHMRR
SIAE inh: human SIAE inhibitors, primary screen, biochemical, fluorescence polarization, FP-Rh probe, 1536-well HTS; hit rate 0.69% among 370,000; Sialate O-acetylesterase (Homo sapiens), Q9HAT2; AID 1053197, 2014; SIAE FP-Rh probe binding; inhibition, % at 9.66 µM;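 active = inhibition above a cutoff: mean of compounds within the control limits plus 3 SD of those, cut at about 17% in these data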;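 also: 0% = plate median of compound wells and 100% = probe without SIAE protein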
Target sequence (Q9HAT2 whole entry, looked up): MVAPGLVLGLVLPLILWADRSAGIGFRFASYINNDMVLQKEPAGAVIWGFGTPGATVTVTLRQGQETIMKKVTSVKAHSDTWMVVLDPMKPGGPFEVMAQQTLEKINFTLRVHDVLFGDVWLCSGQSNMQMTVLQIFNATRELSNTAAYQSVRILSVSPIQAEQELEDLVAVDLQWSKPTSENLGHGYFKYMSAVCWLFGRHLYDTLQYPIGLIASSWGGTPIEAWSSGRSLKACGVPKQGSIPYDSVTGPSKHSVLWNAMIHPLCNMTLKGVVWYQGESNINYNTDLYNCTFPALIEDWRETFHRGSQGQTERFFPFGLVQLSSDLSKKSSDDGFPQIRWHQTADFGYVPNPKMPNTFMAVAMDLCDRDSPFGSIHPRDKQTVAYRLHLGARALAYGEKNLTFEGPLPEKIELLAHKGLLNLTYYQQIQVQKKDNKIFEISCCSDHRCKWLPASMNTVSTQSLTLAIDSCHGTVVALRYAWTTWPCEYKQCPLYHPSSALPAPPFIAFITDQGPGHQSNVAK
ASAP1 GAP inh: inhibitors of human ASAP1 ArfGAP activity, primary screen, biochemical, fluorescence polarization; Arf-GAP with SH3 domain, ANK repeat and PH domain-containing protein 1 (Homo sapiens), …; ASAP1-stimulated ARF1 GTP hydrolysis, GDP FP detection; hit rate 0.19% among 360,000; inhibition, % at 16.5 µM; in the data active = inhibition above about 25%;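 also: 0% = vehicle with enzyme and substrate and 100% = no enzyme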
ARFGAP1 inh: inhibitors of rat ARFGAP1 GAP activity, primary screen, biochemical, fluorescence polarization, GDP tracer; inhibition, % at 16.5 µM; ADP-ribosylation factor GTPase-activating protein 1 (Rattus norvegicus), Q62848; hit rate 0.26% among 360,000; Arfgap1-stimulated ARF1 GTP hydrolysis, GDP FP detection; AID 651572, 2012;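 active = inhibition above a per-plate limit, mean inhibition of low control wells plus 3 SD, cut at about 25% in these data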;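 also: 0% = DMSO wells with enzyme and 100% = wells lacking Arfgap1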
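material = rat Arfgap1 catalytic domain, aa 1-136 | also added = human ARF1(Δ1-17)-GTP substrate | compound dosing = one concentration, 16.5 µM, DMSO 1.26% | times = GTP hydrolysis reaction 2 h at 25 °C | measured by = FP, GDP Alexa 633 tracer displaced from anti-GDP antibody, 620/688 nm | evaluation = percent inhibition of Arfgap1-stimulated GTP hydrolysis | replication = single well per compound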
ADAM17 inh: ADAM17 inhibitors, primary screen, biochemical, QFRET. Disintegrin and metalloproteinase domain-containing protein 17 (Homo sapiens), P78536. recombinant ADAM17, EDANS/DABCYL FRET peptide cleavage. inhibition, % at 6.95 µM. hit rate 0.83% among 370,000. AID 720648, 2013;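 active = inhibition above the mean of compounds lying between control limits plus 3 SD, set per campaign, cut at about 8.5% in these data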;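 also: 0% = DMSO-only wells as the low control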
TDP2 absorb: human TDP2 enzyme inhibitors, primary screen, biochemical, epi absorbance, recombinant enzyme; inhibition, % at 12.8 µM; AID 720702, 2013; hit rate 0.34% among 370,000; T5PNP hydrolysis, p-nitrophenol absorbance 415 nm; Tyrosyl-DNA phosphodiesterase 2 (Homo sapiens), O95551;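 active = inhibition above the mean of all tested compounds plus 3 SD, set per campaign, cut at about 25% in these data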;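 also: 0% = DMSO with enzyme and 100% = buffer with substrate but no TDP2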
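Evaluation: % inhibition relative to enzyme-containing and enzyme-free wells. Material: recombinant human TDP2. Benchmarks: enzyme-free and DMSO wells. Timing: enzyme reaction with compound for 2 h at 37 °C. Compound dosing: 12.8 µM only. Measured by: p-Nitrophenol epi absorbance. Reagent: T5PNP substrate at 5 mM, a TopII-DNA adduct mimic. Replication: single well per compound.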
Tn6 DDE FP: inhibitors of Tn6 peptide binding to fibrin DD(E), primary screen, biochemical, fluorescence polarization, human fibrin, Tn6 probe; Fibrin DD(E) TRITC-Tn6 fluorescence polarization displacement; inhibition, % at 8.3 µM; hit rate 0.21% among 370,000; AID 720509, 2013;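 active = inhibition above a per-campaign cutoff: mean of compounds within control limits plus 3 SD, cut at about 15% in these data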;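 also: 0% = median of all compound wells on the plate and 100% = blocking peptide control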
DDE Tn7 FP inh: inhibitors of Tn7 peptide binding to fibrin DD(E), primary screen, biochemical, fluorescence polarization, human fibrin, Tn7 probe. Fibrinogen beta chain (Homo sapiens), P02675. FP displacement of FITC-Tn7 peptide from fibrin DD(E); 0% = median of compound wells per plate. inhibition, % at 8.3 µM. hit rate 0.13% among 370,000. AID 720508, 2013;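 active = inhibition above the mean of compounds falling within the control limits plus 3 SD of them, cut at about 14% in these data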;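 also: 0% = plate median of compound wells and 100% = 10 µM Aha-Tn7 peptide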
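Measure: % inhibition scaled between sample-field median and high-control FP; Test system: human fibrin DD(E); Quantity: 2 µM final DD(E) protein; Doses: one dose, 8.3 µM nominal; Schedule: compound with protein 10 min, then 3 h after probe, room temperature; Detection: fluorescence polarization; Medium: Tris buffer with calcium and detergent, pH 7.8.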
PLC-gamma1 inh: PLC-gamma1 enzyme inhibitors, primary screen, biochemical, fluorescence, purified enzyme; 1-phosphatidylinositol 4,5-bisphosphate phosphodiesterase gamma-1 (Homo sapiens), P19174; fluorogenic substrate; inhibition, % at 12.2 µM; hit rate 0.84% among 370,000; in the data active = inhibition above about 9.5%
Starred values were filed as active, the others as inactive; . = no result given. An unsorted share of the library; about 3.6% have a hit in one of these screens.

SMILES | PLC-beta3 inh | ADAM10 inh | SIAE inh | ASAP1 GAP inh | ARFGAP1 inh | ADAM17 inh | TDP2 absorb | Tn6 DDE FP | DDE Tn7 FP inh | PLC-gamma1 inh
COc1cccc(CNCCc2c[nH]c3ccccc23)c1OCc1ccccc1 | -2.3 | -6.0 | -1.1 | 1.9 | 3.7 | 1.2 | -1.1 | 1.6 | -7.4 | 4.6
CC1c2ccccc2N(NC(=O)Cc2ccccc2)C1C (stereo not drawn) | -5.4 | -2.0 | 7.9 | 7.1 | 2.4 | 0.1 | 2.7 | -4.6 | -5.4 | -1.2
CC(=O)Nc1cccc(-c2cc(C(C)=O)c3n(c2=O)CCC3)c1 | -0.5 | -8.9 | 0.3 | . | . | -6.3 | 13.9 | -5.0 | 5.0 | 0.4
CCOC(=O)c1cnc(-n2nc(C)cc2C)nc1NCCc1ccccc1 | -5.4 | -92.3 | -14.2 | 0.7 | 11.9 | -22.4 | -31.8 | -3.6 | -2.4 | -2.4
CCCCN(CC)CCNC(=O)c1cn(-c2ccc(Cl)cc2)c(=O)c2ccccc12 | -6.6 | -5.5 | 0.9 | -4.1 | 6.7 | -1.7 | -0.6 | -0.5 | -4.2 | -3.5
O=[N+]([O-])c1nn(-c2ccc3c(c2)OCCO3)n(O)c1=NCc1ccc(F)cc1Cl | -5.4 | -1.1 | 3.4 | -5.1 | 5.9 | -0.5 | 10.2 | -2.7 | 3.9 | -1.1
COc1ccc2[nH]cc(C(=O)C(=O)N3CCCCC3)c2c1 | 3.6 | -6.8 | -2.6 | 7.2 | -8.3 | -2.7 | 8.2 | 4.1 | -2.9 | 3.7
CCOC1=C2[C@@H](CN(S(=O)(=O)c3ccc(C)cc3)[C@H]2c2ccccc2Cl)[C@H]2C(=O)N(Cc3ccccc3)C(=O)[C@H]2C1 | -3.8 | 15.3 | -1.6 | -11.8 | -2.0 | 4.2 | -4.2 | 1.8 | 0.2 | -8.0
CCOC(=O)c1ccc(Nc2cc(C)nc(-c3ccccc3)n2)cc1 | -53.5 | -5.8 | -16.7 | 19.2 | 27.0* | -5.9 | -0.1 | 7.3 | -5.1 | -30.9
Cc1cc(C)nc(SCC(=O)c2ccc(F)c(C)c2)n1 | -1.8 | -2.1 | -0.5 | -9.7 | 6.8 | -2.5 | 3.7 | 6.8 | -3.4 | -3.2
Cc1nn(Cc2cccc(F)c2)c(C)c1NC(=O)c1c(Cl)cnn1C | 0.9 | -8.4 | -2.3 | -2.5 | -5.9 | -2.0 | 4.4 | -2.5 | 1.2 | 2.2
CCC(CC)NC(=O)c1nn(Cc2ccccc2)c(=O)c2ccccc12 | -9.7 | -5.7 | 0.4 | -7.7 | -4.9 | -4.9 | 0.4 | 1.3 | 1.1 | -2.8

Entries of single compounds, looked up by structure.
CC(=O)Nc1cccc(-c2cc(C(C)=O)c3n(c2=O)CCC3)c1 across the screens: PLC-beta3 inh: -0.5; ADAM10 inh: -8.9; SIAE inh: 0.3; ASAP1 GAP inh: .; ARFGAP1 inh: .; ADAM17 inh: -6.3; TDP2 absorb: 13.9; Tn6 DDE FP: -5.0; DDE Tn7 FP inh: 5.0; PLC-gamma1 inh: 0.4
CCOC(=O)c1ccc(Nc2cc(C)nc(-c3ccccc3)n2)cc1 across the screens: PLC-beta3 inh: -53.5; ADAM10 inh: -5.8; SIAE inh: -16.7; ASAP1 GAP inh: 19.2; ARFGAP1 inh: 27.0*; ADAM17 inh: -5.9; TDP2 absorb: -0.1; Tn6 DDE FP: 7.3; DDE Tn7 FP inh: -5.1; PLC-gamma1 inh: -30.9

Continued.
SMILES | PLC-beta3 inh | ADAM10 inh | SIAE inh | ASAP1 GAP inh | ARFGAP1 inh | ADAM17 inh | TDP2 absorb | Tn6 DDE FP | DDE Tn7 FP inh | PLC-gamma1 inh
CCN1CCN(C(C)C(=O)Nc2c(C)n(C)n(-c3ccccc3)c2=O)CC1 (stereo not drawn) | -3.6 | 2.7 | 2.4 | -7.3 | 4.0 | 0.0 | -6.2 | -1.1 | 2.5 | 1.3
Cc1ccc(-n2ncc3c(=O)n(CC(=O)OCc4ccccc4)cnc32)cc1 | -1.7 | -3.1 | -0.9 | 4.6 | -12.8 | -4.4 | 3.8 | -5.1 | -3.6 | 3.4
Cc1c(NS(=O)(=O)c2ccc(NC3CCCC3)c([N+](=O)[O-])c2)c(=O)n(-c2ccccc2)n1C | 2.5 | 0.5 | 5.7 | 8.0 | 5.5 | -1.8 | 4.1 | 6.1 | 2.4 | 0.9
Cc1ccc2nc(-c3ccncc3)cc(C(=O)NCCc3ccc(F)cc3)c2c1 | -12.9 | -22.9 | -7.5 | -1.3 | 4.1 | -13.8 | 6.6 | 0.0 | -3.5 | -4.8
CC(C)(C)c1nc2scc(-c3ccc(Br)cc3)c2c(=O)o1 | 2.2 | -0.4 | -0.9 | -7.3 | -2.8 | 1.1 | -3.8 | -1.7 | -0.1 | -1.0
Cn1nc(C(F)(F)F)c(-c2cccc(C(F)(F)F)c2)c1NC(=O)c1cccnc1 | -6.9 | 4.2 | -2.1 | 6.3 | 16.8 | -2.2 | -8.6 | -5.5 | -3.0 | -0.4
CCCCNC(=O)C(Cc1ccccc1)NS(=O)(=O)c1ccc2c(c1)c(=O)n(C)c(=O)n2C (stereo not drawn) | 1.4 | 1.6 | 1.7 | -3.4 | 13.7 | 4.0 | -6.7 | 0.8 | -3.9 | 3.6
Cn1c(Cn2c(=O)sc3ccccc32)nnc1SCc1ccccn1 | 0.7 | -0.7 | 5.1 | -6.9 | 0.5 | -4.2 | -4.0 | 2.8 | 5.1 | -1.0
Cc1cccc(Nc2ncnc3c2cnn3C)c1 | -3.9 | -6.7 | -6.0 | 11.1 | -4.0 | -3.8 | 1.6 | -8.2 | 0.5 | -4.3
COCC(C)n1c(C)cc(C(=O)CSc2nnnn2-c2ccc(O)cc2)c1C (stereo not drawn) | -0.2 | 2.0 | 3.6 | 5.2 | 6.3 | 0.8 | 1.2 | -5.2 | 1.9 | -1.7
CN(CC(=O)Nc1ccc(Cl)c(S(=O)(=O)N2CCOCC2)c1)C(=O)c1ccc(C#N)cc1 | -1.1 | -5.8 | -2.9 | 3.4 | -10.3 | -0.8 | -9.9 | 3.8 | 4.2 | 3.6
COc1ccccc1C1CC(=O)NC(C)=C1C(=O)OCC(C)C (stereo not drawn) | 0.3 | 0.1 | -1.0 | 0.7 | 12.0 | 1.3 | -12.3 | -9.8 | 3.6 | -1.7
CCOC(=O)C1CCCN(C(=O)CCCn2nnnc2CN2CCOCC2)C1 (stereo not drawn) | 2.9 | 3.9 | 2.4 | 7.3 | -2.2 | 2.6 | 7.4 | -9.8 | 1.7 | 3.6
O=C(COC(=O)COc1ccccc1F)Nc1ccc2c(c1)OCO2 | -12.0 | -5.1 | -7.3 | -7.8 | -8.4 | 0.8 | 1.7 | -0.5 | -2.8 | -6.5
c1cnc(SCCCOc2ccc3ccccc3c2)nc1 | -4.0 | -1.9 | 2.8 | 4.5 | -3.5 | -2.1 | 0.6 | 3.2 | 9.4 | 1.5
CCc1[nH]nc(C(=O)N2CCCC(C(=O)c3cccc(C(F)(F)F)c3)C2)c1C (stereo not drawn) | -7.6 | 7.3 | 0.6 | -2.4 | 8.0 | 1.1 | -1.9 | 3.9 | -3.2 | 2.2
CCOc1ccccc1C1C(C#N)=C(N)N(N(C)C)C2=C1C(=O)CCC2 (stereo not drawn) | -6.3 | 8.2 | -3.7 | 2.2 | -1.5 | 2.0 | 12.3 | 2.5 | -0.9 | -2.2
COc1ccc(-c2cc(C(F)(F)F)n3ncc(C(=O)NCC4CCCO4)c3n2)cc1OC (stereo not drawn) | -43.2 | -1.2 | -7.7 | -6.3 | 6.1 | -3.8 | 1.8 | -10.9 | -0.7 | -37.9
Cc1ccccc1/C=N/Nc1nc2ccccc2c(=O)n1O | -62.9 | -114.5 | 3.2 | -10.5 | -6.0 | -45.6 | 13.0 | -6.3 | 0.0 | -40.5
Nc1nc2c(c(=O)[nH]1)CN(Cc1ccccc1)CC2 | -11.8 | -67.2 | -4.7 | -11.0 | -9.7 | -16.1 | -1.6 | 9.7 | 1.7 | -9.9
S=C(Nc1ccccc1)Nc1ccc(Br)cn1 | 2.0 | 4.8 | 4.3 | -11.0 | 1.3 | 0.1 | 9.8 | 9.8 | 1.6 | 1.7
CCN(CC)CCn1c2c(c(SCC(=O)Nc3nc4ccccc4s3)nc1=O)CCC2 | -7.9 | -6.8 | -7.9 | -6.8 | 7.2 | -2.5 | 4.7 | 2.0 | 3.1 | -2.2
Cc1c(C(=O)N(C)C)c2cc(Cl)ccc2n1O | -4.4 | 3.9 | 14.6 | 0.6 | -9.0 | -1.0 | 2.3 | 0.0 | -0.6 | -8.1
Cn1c(=O)n(CC(=O)OCc2ccccc2)c(=O)c2c1nc1n2CCCN1C1CCCCC1 | -2.6 | 8.0 | 0.1 | -5.7 | 11.0 | -3.3 | 3.3 | 2.0 | -2.5 | -0.9
CC(=O)c1cnc(Nc2ccccc2)s1 | -30.2 | -2.1 | 4.4 | -20.1 | 0.3 | -3.6 | -1.4 | -8.6 | 0.6 | -30.0
Cc1cnc(C(=O)NC(C)CCc2ccccc2)cn1 (stereo not drawn) | -4.8 | -16.2 | -10.4 | 1.8 | 16.3 | -2.1 | -11.2 | -3.0 | 2.3 | 4.8
Cc1cc(C)n(-c2nc(-c3cccc(Cl)c3)cs2)n1 | 2.5 | 4.3 | -4.0 | 7.8 | -7.9 | -1.2 | 0.0 | 5.5 | 1.6 | 0.4
C/C(=C\C(=O)c1ccc(Br)cc1)Nc1ccc(Cl)cc1 | -1.8 | -3.5 | 0.7 | 11.5 | 8.5 | -2.9 | -6.9 | -0.3 | -3.5 | 0.8

Compound activity: PubChem, The Scripps Research Institute Molecular Screening Center
